# Assay outcomes: PubChem, several laboratories
# Runt-SMMHC FRET: Runt domain-CBFb-SMMHC interaction inhibition. Q01196+Q13951. Cerulean-Runt/Venus-CBFb-SMMHC FRET ratio 530/480, 1 h. inhibition, % at 20 µM. actives 0.74% (n = 220,000). AID 1434;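 active means mean inhibition across duplicate retests at 20 µM reaching about 50%, limit read from the data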;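 further: 0% = DMSO wells and 100% = wells with excess untagged CBFb-SMMHC; inhibitors lower the FRET ratio by blocking Runt binding to CBFb-SMMHC; some results filed as inactive read as strong as hits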
# Runt-CBFb FRET: blocks binding of human RUNX1 Runt domain to CBFb | Q01196+Q13951 | Cerulean-Runt/Venus-CBFb FRET ratio 530/480, 1 h | inhibition, % at 20 µM | actives 0.46% (n = 220,000) | AID 1496;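 active means inhibition over about 50% at 20 µM in the single-dose screen, limit read from the data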;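 further: 0% = DMSO wells and 100% = excess unlabeled CBFb competitor control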
#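 Schedule: protein complex preformed 1 h, compound exposure 1 h, room temperature, dark; test system: Cerulean-labeled Runt domain protein; amount: 100 nM per protein; buffer or medium: Tris 50 mM pH 7.5, KCl, K2SO4, 0.01% BSA; read-out: loss of energy transfer signal; detection: FRET fluorescence; controls: 5 µM unlabeled CBFb as full-inhibition high control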
# Mdm2 ligase inh: blocks human Mdm2 ubiquitin ligase activity | actives 0.11% (n = 210,000) | cell-based MDM2 ubiquitination luciferase reporter, 2 h; 0 = plate control, 100 = twice control, blank-subtracted | AID 1230 | signal enhancement, % at 5 µM | Q00987;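 active means signal enhancement of 30% or more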;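 further: luminescence tracks abundance of the self-degrading MDM2-luciferase fusion protein; higher signal means inhibition of MDM2 E3 ligase activity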
#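 Test system: stable mammalian line carrying autodegrading MDM2–luciferase fusion reporter; quantity: 2000 cells in each well; times: 4 h cell settling then 2 h compound exposure, 37 °C; detection: luminescence with SteadyLite reagent, 15 min at room temperature; evaluation: percent signal gain over controls, blank-subtracted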
# EBV gp42 block: EBV gp42 inhibition. Q1HVG2. Fluorescence polarization binding assay, mP read-out. inhibition, % (tested at 21.74 µM). actives 0.42% (n = 220,000); in the data active means inhibition above about 50%
# Target sequence (Q1HVG2 whole entry, looked up): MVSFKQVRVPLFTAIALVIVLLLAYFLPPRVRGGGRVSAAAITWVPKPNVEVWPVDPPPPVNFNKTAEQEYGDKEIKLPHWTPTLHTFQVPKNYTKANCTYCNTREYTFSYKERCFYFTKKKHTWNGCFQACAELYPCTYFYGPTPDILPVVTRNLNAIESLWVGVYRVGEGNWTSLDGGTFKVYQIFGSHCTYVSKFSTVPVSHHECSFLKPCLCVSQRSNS
# TbHK1 inh: blocks Trypanosoma brucei hexokinase 1 activity. inhibition, % at 10 µM. recombinant TbHK1, G6PDH-coupled NADH A340. actives 0.11% (n = 220,000). AID 1430;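 active means inhibition of 50% or more in the single-dose primary screen; inactive means inhibition below 50%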
# Hck-Nef inh: blocks Nef-activated human Hck kinase; actives 0.68% (n = 220,000); inhibition, % at 20 µM; AID 463187; Recombinant Hck-YEEI plus Nef, Z-Lyte FRET kinase assay; P08631;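 active means Hck-Nef kinase inhibition above about 50%, limit read from the data; inactive means inhibition below that limit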;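 further: 0% = DMSO with Hck plus Nef and 100% = Hck alone without Nef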
# 14-3-3 Bad PPI: disrupts binding of bovine 14-3-3 zeta to phospho-Bad peptide; inhibition, % at 21.7 µM; AID 781; TR-FRET 14-3-3zeta/Dy647-pBad peptide displacement, 1 h; actives 0.71% (n = 220,000);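 active means inhibition above about 70%, limit read from the data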;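 further: 0% = full 14-3-3 plus peptide FRET controls and 100% = background without 14-3-3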
# Target sequence (P63103 whole entry, looked up): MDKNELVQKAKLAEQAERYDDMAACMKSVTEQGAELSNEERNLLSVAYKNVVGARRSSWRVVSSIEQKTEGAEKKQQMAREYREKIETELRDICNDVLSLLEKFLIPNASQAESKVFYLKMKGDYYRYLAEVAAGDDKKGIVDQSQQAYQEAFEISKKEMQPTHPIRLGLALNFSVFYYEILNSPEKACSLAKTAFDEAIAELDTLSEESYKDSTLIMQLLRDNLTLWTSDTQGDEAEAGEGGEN
# zVAD death inh: blocks zVAD induced death of L929 cells. L929 zVAD necroptosis rescue, ATP luminescence, 24 h; with zVAD 60 µM. viability rescue, % at 10 µM. actives 0.38% (n = 220,000). AID 1377;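 active means activation, scaled between plate controls, above about 75%, limit read from the data; inactive means activation under that limit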;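 further: 0% = zVAD with DMSO and 100% = DMSO alone without zVAD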
# NCF1 inh: inhibitors of human p47phox binding. P14598. p47phox/p22phox peptide binding, fluorescence polarization, 2 h. inhibition, % at 24.7 µM. actives 0.53% (n = 220,000). AID 1274;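 active means inhibition above about 30%, limit read from the data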;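 further: 0% = p47phox with labelled peptide and 100% = labelled peptide alone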
# Target sequence (P14598 whole entry, looked up): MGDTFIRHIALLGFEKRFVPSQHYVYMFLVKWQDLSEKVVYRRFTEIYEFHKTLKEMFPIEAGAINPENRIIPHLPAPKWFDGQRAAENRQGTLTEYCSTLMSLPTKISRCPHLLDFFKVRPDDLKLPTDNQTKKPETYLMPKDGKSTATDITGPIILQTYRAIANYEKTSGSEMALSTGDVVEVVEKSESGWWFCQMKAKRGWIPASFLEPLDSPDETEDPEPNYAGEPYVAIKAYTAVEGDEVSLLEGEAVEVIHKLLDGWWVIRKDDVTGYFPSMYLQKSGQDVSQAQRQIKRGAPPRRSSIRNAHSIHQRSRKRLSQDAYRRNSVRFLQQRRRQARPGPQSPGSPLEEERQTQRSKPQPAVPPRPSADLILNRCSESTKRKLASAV
# Starred values were filed as active, the others as inactive; . = no result given; [ ] = dose if it differs, or a comment.
SMILES,Runt-SMMHC FRET,Runt-CBFb FRET,Mdm2 ligase inh,EBV gp42 block,TbHK1 inh,Hck-Nef inh,14-3-3 Bad PPI,zVAD death inh,NCF1 inh
COc1ccc2[nH]cc(C(=O)CCl)c2c1,-2,0,.,9,-13,30,-3,3.0,-9
CCn1c(SCC(=O)NCC2CCCO2)nnc1-c1c[nH]c2ccccc12 (configuration not stated),-3,4,-1,-19,0,6,0,0.2,-5
CC(C)N1CCC(N2CCN(Cc3cccnc3)CC2CCO)CC1 (configuration not stated),2,1,-8,6,2,5,-5,-0.3,-4
O=C(CSc1nc(-c2ccccc2)c(-c2ccccc2)[nH]1)NCC1CCCO1 (configuration not stated),3,-1,-3,5,-1,22,-14,1.5,-13
O=C(Nc1cccnc1)c1cccc(S(=O)(=O)N2CCCCC2)c1,1,-1,-6,2,2,22,-7,2.1,11
O=C(Cn1ccc2ccccc21)Nc1ccc2c(c1)OCO2,-3,0,-11,-11,0,-6,-7,0.7,-16
O=C(Cc1ccc(F)cc1)NCCc1ccc(F)cc1,-6,1,-13,-13,-1,3,0,-0.8,-8
CCOc1ccc(NS(=O)(=O)c2ccc3c(c2)oc(=O)n3C)cc1,1,-2,-8,-20,0,2,-8,0.2,-12
CC1=C(C#N)CCC(=O)N1Cc1ccc(C)cc1,7,-2,-9,-7,5,1,-3,-0.1,-6
O=C(CCSc1nc(-c2ccco2)cc(C(F)(F)F)n1)NCc1cccs1,0,-1,-3,1,-16,-11,-8,-0.6,-10
CC(C)c1cc(C(=O)O)on1,-4,0,-15,-12,-2,3,.,-0.1,-1
O=c1oc(-c2ccco2)nc2sc3c(c12)CCCC3,-5,1,-7,-10,0,-18,-7,-0.7,-38
COc1ccc(CC(=O)OCN2C(=O)c3ccccc3C2=O)cc1,1,-1,-7,-17,-1,4,-13[fluorescence artefact?],0.7,0
O=C1CCCc2nc3nc4ccccc4n3cc21,-8,1,-6,-16,-4,1,-6[fluorescence artefact?],1.1,2
COc1ccc(-c2csc(NC(=O)/C(N=Nc3ccccc3)=C(\C)O)n2)cc1,.,.,-15,-9,-14,24,-12,0.1,-16
Cc1nc2ccc(NS(=O)(=O)c3ccc(C)c(C)c3)cc2s1,2,-1,-8,9,-3,-1,2,-0.4,0
O=C(O)c1ccccc1C(=O)NCC(O)COCC1CC=CCC1 (configuration not stated),1,2,-10,6,6,1,9,-0.1,-13
Cc1ccc(S(=O)(=O)NNC(=O)c2cnn(-c3ccc(Cl)cc3)c2C(F)(F)F)cc1,0,-2,-8,-6,37,8,0,0.0,2
Cc1cccc(OC(C)c2ccnc3nc(/N=C/N(C)C)nn23)c1 (configuration not stated),3,0,4,-9,-13,2,-4,0.0,-9
CC1CCN(Cc2c(C#N)c3ccccc3n2C)CC1,0,-2,-14,-29,-1,0,-3,-0.3,-20

# 2 successive records from above:
SMILES,Runt-SMMHC FRET,Runt-CBFb FRET,Mdm2 ligase inh,EBV gp42 block,TbHK1 inh,Hck-Nef inh,14-3-3 Bad PPI,zVAD death inh,NCF1 inh
CC(C)c1cc(C(=O)O)on1,-4,0,-15,-12,-2,3,.,-0.1,-1
O=c1oc(-c2ccco2)nc2sc3c(c12)CCCC3,-5,1,-7,-10,0,-18,-7,-0.7,-38

# More entries
SMILES,Runt-SMMHC FRET,Runt-CBFb FRET,Mdm2 ligase inh,EBV gp42 block,TbHK1 inh,Hck-Nef inh,14-3-3 Bad PPI,zVAD death inh,NCF1 inh
O=C(c1cc([N+](=O)[O-])ccc1N1CCN(S(=O)(=O)c2ccc(Cl)c(Cl)c2)CC1)N1CCOCC1,-5,5,-5,7,-8,4,-3,-0.5,0
COc1ccccc1N1CCN(S(=O)(=O)c2c(C)ccc3nsnc23)CC1,1,2,-6,-14,-15,4,-14,-0.6,-14
COc1ccc(OCC(O)CNC(=O)Nc2ccc(Cl)cc2)cc1 (configuration not stated),-4,0,-12,3,3,1,-8,1.7,-8
CCc1nc(N=C(N)N)nc2ccccc12,0,-1,-9,-18,4,15,-5,0.0,0
CCOc1cc(/C=N/NC(=O)CCc2n[nH]c(=O)[nH]c2=O)ccc1O,5,0,0,-6,-11,18,1,0.1,-6
CN(C)c1ccc(C(CNC(=O)c2ccccc2F)c2c[nH]c3ccccc23)cc1 (configuration not stated),0,7,11,-14,-4,1,-1,1.4,2
Cc1ccc(Cl)c(NC(=S)N(CCCN2CCOCC2)Cc2ccco2)c1,-7,1,0,-18,1,-1,12,-0.4,-7
COc1ccc(C2C(C#N)=C(N)Oc3c2c(-c2ccccc2)nn3-c2ccccc2)c(OC)c1OC (configuration not stated),-9,-3,5,9,-16,1,-9,0.7,-4
CCC(=O)Nc1cccc(NC(=S)NC(=O)c2ccccc2)c1,4,-1,-3,-6,-2,1,-6,0.4,-5
CCOc1ccc(N/C(C)=C/C(=O)c2ccc(C)o2)cc1,-5,1,-12,5,1,-10,-4,1.1,1
CCCCCCC(=O)N1C/C=C\C(c2ccc(OC)cc2)N(Cc2ccc(F)cc2)C(=O)C1 (configuration not stated),-2,-2,0,-16,3,7,1,-0.1,-5
COc1ccc(-c2csc(NC(=O)c3ccc(OCC(=O)N4CCOCC4)c(OC)c3)n2)cc1,-3,1,-23,-1,-17,1,-13,1.2,-78
C=CCNc1oc(-c2cccs2)nc1S(=O)(=O)c1ccccc1,0,0,-6,1,-20,0,-8,1.0,-12
O=C(OCC1CC(c2ccccc2)=NO1)c1ccc(Cl)cc1 (configuration not stated),-5,-4,-14,2,-4,-1,-5,0.2,3
CCOC(=O)N1CCC(N2C(=O)c3ccc(C(=O)O)cc3C2=O)CC1,-1,3,2,1,-2,2,0,-0.3,-13
Nc1nc2n(n1)C(c1cccc(Br)c1)CC(c1ccccc1)N2 (configuration not stated),-2,-2,-3,-4,4,22,0,0.4,-14
O=C(O)c1n[nH]c2c1CCCCC2,-2,-3,0,-8,0,-1,-3,-0.2,-4
O=C(Cc1ccc([N+](=O)[O-])cc1)Nc1ccc2c(c1)C(=O)NC2=O,-2,-2,9,-9,-6,18,-5,6.2,-1
O=[N+]([O-])c1ccc(N2CCN(S(=O)(=O)c3ccccc3)CC2)cc1N1CCc2ccccc2C1,2,4,-8,-4,-15,2,1,0.6,-14
Cn1c(=O)c2c(nc(N3CCN(c4ccc([N+](=O)[O-])cc4)CC3)n2C)n(C)c1=O,-4,-2,-19,-12,-17,18,-2,-0.4,-10
C=CCNc1nc(NCc2ccco2)nc(OCC)n1,-1,0,-5,3,5,1,-12[fluorescence artefact?],0.0,-8
COc1ccc(N2CCN(Cc3cc(=O)oc4cc5c(cc34)CCCC5)CC2)cc1,1,0,13,-11,9,4,2[fluorescence artefact?],-0.3,-11
CC1CCc2sc(C(=O)NN=C3CCC(c4ccccc4)CC3)cc2C1 (configuration not stated),-7,0,3,-10,-2,3,-17[fluorescence artefact?],1.6,-7
Cc1cc(-c2nnc3n2N=C(c2ccccc2Br)CS3)n[nH]1,-7,4,-106,-11,-17,0,-2,1.9,-8
CCN(CC(=O)Nc1ccccc1-c1ccccc1)Cc1nc2ccccc2c(=O)[nH]1,0,-1,-12,-16,1,12,-11,0.6,-4
Cc1c(NC(=O)CSc2nnnn2C)c(=O)n(-c2ccccc2)n1C,-1,-2,3,-20,2,0,5,0.0,0
N#C/C(=C\c1ccccc1O)C(=O)Nc1cccnc1,-6,0,-18,-9,-27,11,-3,1.5,-103
CC(C)N1C(=O)S/C(=C/c2ccc3c(c2)n(C)c(=O)n3C)C1=O,0,0,-20,-9,-25,1,4,-0.3,-15
Cc1cc(C)c(C#N)c(Nc2ccccc2Cl)n1,-3,-2,-4,-16,24,0,8,1.3,-5

# 5 compounds already listed, ordered by length of the SMILES, smallest number first.
SMILES,Runt-SMMHC FRET,Runt-CBFb FRET,Mdm2 ligase inh,EBV gp42 block,TbHK1 inh,Hck-Nef inh,14-3-3 Bad PPI,zVAD death inh,NCF1 inh
C=CCNc1nc(NCc2ccco2)nc(OCC)n1,-1,0,-5,3,5,1,-12[fluorescence artefact?],0.0,-8
Cc1cc(-c2nnc3n2N=C(c2ccccc2Br)CS3)n[nH]1,-7,4,-106,-11,-17,0,-2,1.9,-8
CC1CCc2sc(C(=O)NN=C3CCC(c4ccccc4)CC3)cc2C1 (configuration not stated),-7,0,3,-10,-2,3,-17[fluorescence artefact?],1.6,-7
CC(C)N1C(=O)S/C(=C/c2ccc3c(c2)n(C)c(=O)n3C)C1=O,0,0,-20,-9,-25,1,4,-0.3,-15
CCN(CC(=O)Nc1ccccc1-c1ccccc1)Cc1nc2ccccc2c(=O)[nH]1,0,-1,-12,-16,1,12,-11,0.6,-4
